TRPC4 inh: inhibitors of mouse TRPC4 channel, primary screen, Fluo4 calcium, HEK293 TRPC4beta/mu-opioid cells; Short transient receptor potential channel 4 (Mus musculus), Q9QUQ5; DAMGO-evoked Fluo4 calcium flux; stronger effect = lower value; B-score at 10 µM; 300,000 compounds, 0.39% hits; AID 2247, 2010;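 active = B-score over 3 SD under the library average, no early fluorescence shift, positive overall ratio signal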
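Assay system: HEK293 cells with stable TRPC4beta plus mu-opioid receptor expression; Probe or stimulus: DAMGO in two steps, submaximal then maximal; Dosing: single-point compound dosing; Measured by: Fluo4 calcium-dye fluorescence, kinetic read; Read-out basis: B score from integrated Fluo4 fluorescence ratio.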
TRPC4 act: activators of mouse TRPC4 channel, primary screen, Fluo4 calcium, HEK293 TRPC4beta/mu-opioid cells; 310,000 compounds, 0.49% hits; Fluo4 calcium fluorescence; stronger effect = higher value; B-score at 10 µM; Short transient receptor potential channel 4 (Mus musculus), Q9QUQ5;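 active = B-score above 5 SD of library B-scores, and initial fluorescence ratio not above library mean plus 5 SD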;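 also: positive B-score marks a calcium rise read as TRPC4 activation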
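Assay system – TRPC4beta and mu-opioid receptor HEK293 stable cells · Measured by – Fluo4 fluorescence, kinetic · Schedule – dye loading 45 min room temperature, 110 s kinetic read · Read-out – B-scored integrated calcium fluorescence ratio · Controls – buffer and maximal DAMGO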
TRPC6 activator: mouse TRPC6 channel activators, primary screen, cell-based, HEK293, membrane potential dye. HEK293-TRPC6 membrane potential dye fluorescence; stronger effect = higher value. AID 2550, 2010. Short transient receptor potential channel 6 (Mus musculus), Q61143. 310,000 compounds, 0.13% hits. B-score at 10 µM;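 active = B-score of the integrated fluorescence ratio above library mean plus 3 SD, and starting fluorescence ratio within library mean plus 5 SD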;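 also: higher score means more depolarization so channel activation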
SKKanGAS inh: S. pyogenes SKKanGAS growth inhibitors in kanamycin, primary screen, streptokinase expression inhibitor project, SKKanGAS strain, BacTiter-Glo luminescence. 6 h. 300,000 compounds, 1.3% hits. inhibition, % at 7.5 µM;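 active = mean replicate score, as percent of positive control median, at least 50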;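 also: strain carries kanamycin resistance gene driven by streptokinase promoter and grows in 40 µg/ml kanamycin; loss of luminescence reflects streptokinase promoter inhibition or plain growth inhibition; 0% = median of DMSO wells and 100% = positive control at its reference dose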
MrgX1 antag: antagonists of human MrgX1 receptor, primary screen, HEK293 cells, Fluo-4 calcium flux; Mas-related G-protein coupled receptor member X1 (Homo sapiens), Q96LB2; BAM8-22 antagonism; stronger effect = lower value; B-score at 10 µM; 310,000 compounds, 1.3% hits; AID 588676, 2011;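 active = calcium-response B-score plate-corrected more than 3 library SD below zero, starting fluorescence within 5 deviations, no agonist response on first addition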;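 also: peak minus trough fluorescence over baseline after final BAM8-22 challenge near maximal dose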
TRPC6 inhibitor: mouse TRPC6 channel inhibitors, primary screen, cell-based, HEK293, membrane potential dye; 310,000 compounds, 1.1% hits; ACh-evoked depolarization; stronger effect = lower value; Short transient receptor potential channel 6 (Mus musculus), Q61143; B-score at 10 µM; AID 2553, 2010;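 active = B-score under library mean minus 3 SD, initial fluorescence not abnormally high, positive integrated signal ratio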;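 also: B-score derived from integrated fluorescence ratio over the kinetic read; more negative B-score means stronger inhibition of depolarization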
MrgX1 agonist: agonists of human MrgX1 receptor, primary screen, HEK293 cells, Fluo-4 calcium flux | B-score at 10 µM | Fluo-4 calcium fluorescence, agonist mode; stronger effect = higher value | 310,000 compounds, 0.44% hits | Mas-related G-protein coupled receptor member X1 (Homo sapiens), Q96LB2;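 active = calcium response B-score plate-corrected fluorescence ratio at least 3 library SD, with starting fluorescence B-score inside 5 SD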
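Material: MrgX1-expressing HEK293 cells / Dosing: compound as first of three additions / Incubation: overnight seeding, then 1 h dark dye loading / Signal: Fluo-4 NW calcium fluorescence / Evaluation: B-scored fluorescence response ratio / Benchmarks: positive and negative control wells on each plate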
MrgX1 allo act: positive allosteric modulators of MrgX1, primary screen, HEK293 cells, Fluo-4 calcium flux; Mas-related G-protein coupled receptor member X1 (Homo sapiens), Q96LB2; FDSS; stronger effect = higher value; B-score at 10 µM; 310,000 compounds, 0.63% hits;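 active = plate-corrected calcium response at least 3 library SD above typical, normal starting fluorescence, not activating the receptor alone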;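 also: compound read alongside a low EC10 to EC30 dose of BAM8-22 agonist; peak minus trough fluorescence over baseline measured at the second addition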
TMEM16A act: TMEM16A chloride channel activators or potentiators, primary screen, cell-based, HTS; B-score at 10 µM; AID 623877, 2012; HEK293 TMEM16A/YFP-H148Q/I152L, iodide quench fluorescence; stronger effect = lower value; 340,000 compounds, 0.3% hits;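 active = fluorescence-ratio B-score plate-corrected deviation score at least 3 library SD below zero, with starting fluorescence score within 5 deviations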;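 also: channel opened by trigger with iodide after compound preincubation; score built on the fluorescence ratio of max minus min over baseline; more negative score means more quench and so TMEM16A activation or potentiation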
Target sequence (Q8BHY3 whole entry, looked up): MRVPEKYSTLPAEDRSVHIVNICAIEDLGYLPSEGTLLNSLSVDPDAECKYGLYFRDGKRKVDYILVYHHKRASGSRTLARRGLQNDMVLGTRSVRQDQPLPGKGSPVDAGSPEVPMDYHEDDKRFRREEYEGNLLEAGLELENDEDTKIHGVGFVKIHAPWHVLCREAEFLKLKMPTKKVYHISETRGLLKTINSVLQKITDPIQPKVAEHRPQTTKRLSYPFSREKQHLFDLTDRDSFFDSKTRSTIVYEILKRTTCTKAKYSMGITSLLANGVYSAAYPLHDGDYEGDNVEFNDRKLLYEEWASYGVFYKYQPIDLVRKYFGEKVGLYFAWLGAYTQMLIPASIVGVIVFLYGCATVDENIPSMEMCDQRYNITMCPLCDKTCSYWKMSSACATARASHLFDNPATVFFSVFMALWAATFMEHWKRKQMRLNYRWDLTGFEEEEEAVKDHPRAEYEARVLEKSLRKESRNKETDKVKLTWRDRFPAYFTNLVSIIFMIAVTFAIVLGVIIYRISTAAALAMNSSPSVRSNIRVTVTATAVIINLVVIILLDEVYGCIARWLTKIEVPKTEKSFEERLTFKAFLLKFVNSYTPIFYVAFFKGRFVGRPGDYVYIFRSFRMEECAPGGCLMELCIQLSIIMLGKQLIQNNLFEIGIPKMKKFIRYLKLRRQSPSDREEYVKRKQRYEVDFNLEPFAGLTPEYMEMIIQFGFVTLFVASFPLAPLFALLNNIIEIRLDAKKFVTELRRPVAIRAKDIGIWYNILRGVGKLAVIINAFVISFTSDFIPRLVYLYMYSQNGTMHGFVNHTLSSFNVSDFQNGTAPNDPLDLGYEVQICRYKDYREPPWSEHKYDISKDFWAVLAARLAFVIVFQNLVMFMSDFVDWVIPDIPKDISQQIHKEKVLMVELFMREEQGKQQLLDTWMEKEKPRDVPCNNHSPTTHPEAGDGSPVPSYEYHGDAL
TRPC4 potent: positive allosteric modulators of TRPC4, primary screen, cell-based, mouse TRPC4beta, HEK293 mu-opioid, Fluo-4 calcium; DAMGO EC20, Fluo-4 Ca2+ flux; stronger effect = higher value; B-score at 10 µM; 310,000 compounds, 0.42% hits; AID 2227, 2009;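 active = B-score of calcium response area above 5 SD of library B-scores, with initial fluorescence ratio within 5 SD of library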;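 also: B-score of integrated fluorescence ratio over time as area under calcium response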
ANO1 block: TMEM16A chloride channel inhibitors, primary screen, cell-based, HTS | HEK293 TMEM16A/YFP iodide influx fluorescence, ionomycin | AID 588511, 2011 | normalized B-score (activity score, 25-100; higher = stronger inhibition) at 10 µM | Anoctamin-1 (Mus musculus), Q8BHY3 | 310,000 compounds, 1.2% hits;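 active = ratio plate-corrected score three or more library SD toward inhibition, starting fluorescence score within five deviations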;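 also: score derived from kinetic fluorescence span divided by baseline fluorescence per well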
* marks the source's active call; other numbers are inactive results; i = inactive; / = not tested or not shown.

Molecule | TRPC4 inh | TRPC4 act | TRPC6 activator | SKKanGAS inh | MrgX1 antag | TRPC6 inhibitor | MrgX1 agonist | MrgX1 allo act | TMEM16A act | TRPC4 potent | ANO1 block
Cc1scc(-c2n[nH]c(=S)n2C(C)c2ccccc2)c1C (centres undefined) | i | i | i | 4 | i | i | i | i | i | i | i
CCCNC(=O)c1onc(CSc2ccc(F)cc2)c1C(=O)NCC1CC1 | i | i | i | 0 | i | i | i | i | i | i | i
O=C(NN=C1CCCC1)c1[nH]c2ccc(Cl)cc2c1-c1ccccc1 | i | i | i | 18 | i | i | i | i | i | i | i
CCCS(=O)(=O)N1CCC(C(=O)NCc2ccc(F)cc2)CC1 | i | i | i | -4 | i | i | i | i | i | i | i
O=C(Nc1ccc(S(=O)(=O)N2CCCCCC2)cc1)c1ccc(Br)o1 | i | i | i | 9 | i | i | i | i | i | i | i
O=C(c1cccc([N+](=O)[O-])c1)c1cc2ccccc2o1 | i | i | i | 1 | i | i | i | i | i | i | i
CC(=O)N(CN1C(=O)c2ccccc2C1=O)c1cccc(C)c1 | i | i | i | 27 | i | i | i | i | i | i | i
CC1CC(C)CN(C(=O)c2ccc(NC(=O)c3ccc(=O)[nH]c3)cc2)C1 (centres undefined) | i | i | i | 2 | i | i | i | i | i | i | i
O=C(Nc1cc(Cl)ccc1O)c1snnc1-c1ccccc1 | i | i | i | 6 | i | i | i | i | i | i | i
CCOc1cccc(/C=N/N=C/c2cccc(OCC)c2O)c1O | i | i | i | -1 | / | i | / | / | i | i | /
O=S(=O)(Nc1ccc(N2CCCCC2)cc1)c1ccccc1F | i | i | i | 1 | i | i | i | i | i | i | i
CCc1noc(C)c1C(=O)Nc1ccc(C)c(S(=O)(=O)N2CCCCCC2)c1 | i | i | i | 5 | i | i | i | i | i | i | i
COc1ccc2sc(N(CCCN(C)C)C(=O)c3ccc(S(=O)(=O)N4CCc5ccccc5C4)cc3)nc2c1 | i | i | i | 20 | i | i | i | i | i | i | i
COc1cc(NC(=O)C2CC2)c(OC)cc1NC(=O)CCC(=O)NC1CCN(Cc2ccccc2)CC1 | i | i | i | -3 | i | i | i | i | i | i | i
CCOC(=O)CCc1c(C)c2ccc(OCC(=O)OC(C)C)cc2oc1=O | i | i | i | -5 | i | i | i | i | i | i | i
O=C(COc1ccc(/C=N/NC(=O)C(=O)N2CCCCCC2)cc1)Nc1ccccc1Cl | i | i | i | 0 | i | i | i | i | i | i | i
Cc1ccc(-c2nn(CC(=O)NCc3cc(-c4nn(C)c(=O)c5ccccc45)ccc3C)c(=O)c3ccccc23)cc1 | i | i | i | 36 | i | i | i | i | -7.8* | i | i
Cc1ccc(-c2c3c(=O)n(C)c(=O)n(C)c3cn2Cc2cccnc2)cc1 | i | i | i | -6 | i | i | i | i | i | i | i
COc1ccc(CCNC(=O)CSc2nc(=O)n3cccc(C)c3n2)cc1OC | i | i | i | -6 | i | i | i | i | i | i | i
Cc1sc2nc(SCC(=O)N(C)Cc3ccccc3)n(-c3ccccc3)c(=O)c2c1C | i | i | i | 27 | i | i | i | i | i | i | i
Cc1cc(NS(=O)(=O)c2ccc(NC(=O)c3ccc(Br)o3)cc2)nc(C)n1 | i | i | i | 3 | i | i | i | i | i | i | i
N#Cc1c(NC(=O)c2ccncc2)sc2c1CCC2 | i | i | i | 5 | i | i | i | i | i | i | i
O=C(c1cc(-c2ccc(Cl)s2)nc2ccccc12)N1CCOCC1 | i | i | i | -11 | i | i | i | i | i | i | i
COc1cccc2cc(C(=O)Nc3cc(Cl)ccc3N3CCOCC3)c(=O)oc12 | i | i | i | -2 | i | i | i | i | i | i | i
COc1ccc(-c2noc(CN(C)Cc3ccccc3)n2)cc1 | i | i | i | -1 | i | i | i | i | i | i | i
O=C(COc1cccnc1[N+](=O)[O-])Nc1ccccc1Sc1ccccc1 | i | i | i | 9 | i | i | i | i | i | i | i
COc1ccc(COC(=O)c2ccc3c(=O)n4c(nc3c2)CCC4)cc1F | i | i | i | 34 | i | i | i | i | / | i | i
c1ccc(Cc2nnc(-c3ccccc3)o2)cc1 | i | i | i | 0 | i | i | i | i | -6.8* | i | i
COc1ccccc1N1CCN(CCCCOc2cccc3ccccc23)CC1 | i | i | i | -1 | i | i | i | i | i | i | i
Cc1cc(C)c2nc(SCc3ccc([N+](=O)[O-])cc3)nc(C)c2c1 | i | i | i | 1 | i | i | i | i | i | i | i
COc1ccc2c(c1)[C@H]1[C@H](CO2)[C@H](c2ccccc2)[C@]2(C)C(=O)Nc3ccccc3C(=O)N12 | / | / | / | / | i | / | i | i | i | / | i
Cc1c(Cl)cccc1NC(=S)N1CCN(C(=O)C2CCCO2)CC1 (centres undefined) | i | i | i | 2 | i | i | i | i | i | i | i
C/C(=N/N=C/c1ccc(N(C)C)cc1)c1ccccc1 | i | i | i | -2 | i | i | i | i | i | i | i
C/C(Cn1nnc([N+](=O)[O-])n1)=N\NC(=O)c1ccncc1 | i | i | i | 10 | i | i | i | i | i | i | i
CCOC(=O)C1=C(C)NC(=S)N(C=O)C1c1ccccc1 (centres undefined) | i | i | i | -4 | i | i | i | i | i | i | i
COc1ccc2c(c1OC)C(=O)N1c3ccccc3C(=O)N(c3ccc(F)cc3)C21 (centres undefined) | i | i | i | -5 | i | i | i | i | i | i | i
COc1ccc(C2c3c(oc4ccccc4c3=O)C(=O)N2c2ccccn2)cc1 (centres undefined) | i | i | i | 3 | i | i | i | i | i | i | i
CC/C(=N/O)C(=O)c1ccc(Br)cc1 | i | i | i | -6 | i | i | i | i | i | i | i
CCN(CC)S(=O)(=O)c1ccc(Cl)c(NC(=O)COC(=O)/C=C/c2cc(OC)c(OC)c(OC)c2)c1 | i | i | i | 2 | i | i | i | i | i | i | i
COc1ccccc1NS(=O)(=O)c1cc(NC(=O)c2ccccc2F)ccc1N1CCOCC1 | i | i | i | 6 | i | i | i | i | i | i | i
CCO[C@H]1OC(C(=O)NC2CC2)=C[C@@H](C)[C@@H]1CCCO | i | i | i | 8 | i | i | i | i | i | i | i
CCCC(=O)Nc1sc(C)c(-c2ccc(OC)cc2)c1C#N | i | i | i | 5 | i | i | i | i | i | i | i
COc1cc(C2C(C(=O)/C=C/c3ccccc3)=C(O)C(=O)N2c2ccccn2)ccc1O (centres undefined) | i | i | i | 0 | i | i | i | i | i | i | i
CC1=C(C(=O)Nc2ccc(Cl)cc2)C(c2cccs2)n2nnnc2N1 (centres undefined) | i | i | i | 20 | i | i | i | i | i | i | i
CCCCc1ccc(NC(=O)c2ccc(N(C)S(C)(=O)=O)cc2)cc1 | i | i | i | -7 | i | i | i | i | i | i | i
COc1ncnc2c1sc1nc(-c3ccccc3)c3c(c12)CCCC3 | i | i | i | -18 | i | i | i | i | i | i | i
O=C(C1CCC1)N1CCc2cc(S(=O)(=O)NCC3COc4ccccc4O3)ccc21 (centres undefined) | i | i | i | 6 | i | i | i | i | i | i | i
O=C(O)c1ccc(NS(=O)(=O)c2ccc(N3CCCC3)c([N+](=O)[O-])c2)cc1 | i | i | i | 17 | i | i | i | i | i | i | i
CC1(c2ccccc2)NC(=O)N(CC(=O)N2CCN(S(=O)(=O)c3cccs3)CC2)C1=O (centres undefined) | i | i | i | -4 | i | i | i | i | i | i | i
CCn1c(CNc2ccc(Cl)cc2)nnc1SCC#N | i | i | i | -3 | i | i | i | i | i | i | i
O=C(NCc1ccccc1)c1nccnc1CO | i | i | i | 3 | i | i | i | i | i | i | i
COc1cc(C(C(=O)NC2CCCC2)N(CCO)C(=O)Cn2nnc(-c3ccc(C)o3)n2)ccc1O (centres undefined) | i | i | i | 25 | i | i | i | i | i | i | i
COc1ccc(NC(=O)c2ccc3c(c2)C(=O)N(Cc2cccnc2)C3=O)cc1 | i | i | i | 0 | i | i | i | i | i | i | i
COc1cccc(NC(=O)CN(C)C(=O)c2ccc(COc3ccccc3)cc2)c1 | i | i | i | 22 | i | i | i | i | i | i | i
O=C(NCCCN1CCOCC1)/C(=C/c1cccnc1)NC(=O)c1ccccc1 | i | i | i | -4 | i | i | i | i | i | i | i
Fc1cccc(-n2c(-c3cccs3)nc3nc4ccccc4nc32)c1 | i | i | i | -6 | i | i | i | i | / | i | i
Cc1cccc(NC(=O)NCC(c2ccco2)N2CCCCC2)c1 (centres undefined) | i | i | i | -21 | i | i | i | i | i | i | i
COc1ccccc1C1C2=C(N=C3SCC(=O)N31)c1ccccc1CC2 (centres undefined) | i | i | i | 2 | i | i | i | i | i | i | i
O=C(NNC(=O)C1CC1c1ccccc1)c1ccccc1F (centres undefined) | i | i | i | -3 | i | i | i | i | i | i | i
O=C(NCCCN1CCOCC1)c1csc2c1CCCC2 | i | i | i | -5 | i | i | i | i | i | i | i
CCCC(c1nnnn1CCOC)N1CCN(c2cccc(OC)c2)CC1 (centres undefined) | i | i | i | 1 | / | i | / | / | i | i | /
CCn1c(CCNC(=O)c2ccc(Cl)c(Cl)c2)nnc1SCCOc1ccc(OC)cc1 | i | i | i | -1 | i | i | i | i | i | i | i
Cn1cc(CNC(=O)C2CCCCC2)cn1 | i | i | i | -1 | i | i | i | i | i | i | i
